Compound activity as filed in PubChem.
BoNT-A LC inh2 = BoNT/A light chain protease inhibitors, primary screen, biochemical, flow cytometry, MLPCN library | Botulinum neurotoxin type A light chain protease (Clostridium botulinum A str. ATCC 3502) | 360,000 tested, 0.17% active | AID 588499, 2011 | inhibition, % at 10 µM | multiplex microsphere protease substrate cleavage; note: plate controls were buffer without enzyme for full effect and enzyme alone for no effect
UGM FP inh = M. tuberculosis UGM enzyme inhibitors, primary screen, biochemical, fluorescence polarization, single point | UDP-galactopyranose mutase (Mycobacterium tuberculosis (strain ATCC 25618 / H37Rv)), … | purified UGM, fluorescence polarization probe displacement | 320,000 tested, 0.06% active | inhibition, % at 10 µM; in the data active = inhibition above about 10%, passing the limit was not always enough; inconclusive = no clear call, values can overlap the other calls
Target sequence (P9WIQ1 whole entry, looked up): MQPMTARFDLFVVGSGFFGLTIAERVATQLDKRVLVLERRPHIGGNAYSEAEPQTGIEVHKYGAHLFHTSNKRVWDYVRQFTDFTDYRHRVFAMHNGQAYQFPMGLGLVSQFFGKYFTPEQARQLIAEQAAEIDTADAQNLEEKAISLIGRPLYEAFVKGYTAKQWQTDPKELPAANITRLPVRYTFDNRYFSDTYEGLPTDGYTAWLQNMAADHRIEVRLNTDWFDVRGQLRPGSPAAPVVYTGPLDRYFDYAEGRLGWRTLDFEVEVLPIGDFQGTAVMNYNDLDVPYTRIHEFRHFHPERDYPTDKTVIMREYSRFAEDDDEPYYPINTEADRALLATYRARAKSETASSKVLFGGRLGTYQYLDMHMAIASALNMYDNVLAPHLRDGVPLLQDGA
GDH-TPI inh = GDH-TPI coupling enzyme inhibitors, primary screen, artefact control for M. tuberculosis FBA inhibitor project, biochemical, absorbance, full deck | GDH-TPI coupled enzyme counterscreen, NADH absorbance | inhibition, % at 4.8 µM | 360,000 tested, 1.2% active; in the data active = inhibition above about 30%;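 note: 0% = DMSO wells and 100% = wells lacking the enzyme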
FBA Mtb inh = Mtb FBA enzyme inhibitors, primary screen, biochemical, fluorescence, strain H37Rv | 360,000 tested, 2.3% active | AID 588726, 2011 | inhibition, % at 1 µM | purified M. tuberculosis FBA, fluorescence read-out | Fructose-bisphosphate aldolase (Mycobacterium tuberculosis (strain ATCC 25618 / H37Rv)), …; in the data active = inhibition above about 27%;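 note: 0% = vehicle and 100% = reference inhibitor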
Target sequence (P9WQA3 whole entry, looked up): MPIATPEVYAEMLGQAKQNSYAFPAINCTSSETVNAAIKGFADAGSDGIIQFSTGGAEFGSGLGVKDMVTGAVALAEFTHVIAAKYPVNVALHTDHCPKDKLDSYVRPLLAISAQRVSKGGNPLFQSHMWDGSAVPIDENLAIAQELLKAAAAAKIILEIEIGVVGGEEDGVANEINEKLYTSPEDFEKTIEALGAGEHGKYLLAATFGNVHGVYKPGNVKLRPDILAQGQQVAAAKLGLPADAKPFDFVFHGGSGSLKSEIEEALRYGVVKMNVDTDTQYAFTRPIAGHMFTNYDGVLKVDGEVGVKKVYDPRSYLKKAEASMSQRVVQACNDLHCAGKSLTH
FadD28 FP inh = inhibitors of FadD28 bisubstrate probe binding, primary screen, biochemical, fluorescence polarization, single point; Mycobacterium tuberculosis FadD28 fatty-acid-AMP ligase; inhibition, % at 12.5 µM; 360,000 tested, 0.22% active; in the data active = inhibition above about 8.5%, passing the limit was not always enough; inconclusive = no clear call, values can overlap the other calls
PfHsp40 rescue = rescue of yeast from PfHsp40 toxicity, primary screen, S. cerevisiae, ATP luminescence | growth rescue, % at 12.5 µM | 340,000 tested, 0.68% active | AID 504582, 2011 | S. cerevisiae expressing PfHsp40, growth rescue; in the data active = growth rescue above about 28%, passing the limit was not always enough; inconclusive = no clear call, values can overlap the other calls;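 note: yeast W303a lacking pdr1 and pdr3 grown in galactose medium; growth measured after three days at 30 °C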
BoNT-F LC inh = BoNT/F light chain protease inhibitors, primary screen, biochemical, flow cytometry, MLPCN library; inhibition, % at 10 µM; Botulinum neurotoxin type F light chain protease (Clostridium botulinum); 360,000 tested, 0.22% active; AID 588497, 2011; Multiplex microsphere protease cleavage assay; in the data active = inhibition above about 35%, passing the limit was not always enough; inconclusive = no clear call, values can overlap the other calls; note: plate controls were buffer without enzyme for full effect and enzyme alone for no effect
BioA inh = M. tuberculosis BioA enzyme inhibitors, primary screen, biochemical, plate reader, single point, HTS. 7,8-diaminopelargonic acid synthase BioA (Mycobacterium tuberculosis). purified M. tuberculosis BioA enzyme. inhibition, % at 9.99 µM. 360,000 tested, 0.096% active. AID 602481, 2012; in the data active = inhibition above about 40%; inconclusive = no clear call, values can overlap the other calls
Anthrax LF prot = Bacillus anthracis LF protease inhibitors, primary screen, biochemical, multiplex microsphere, MLPCN library; AID 588501, 2011; Lethal factor (Bacillus anthracis), P15917; 360,000 tested, 0.12% active; inhibition, % at 10 µM; multiplex microsphere protease cleavage assay; note: plate controls were buffer without enzyme for full effect and enzyme alone for no effect
Numbers without * were called inactive; ? = inconclusive; . = no result given; & = joins results of further samples. Cut-off read from the data, not from the text of the source, unless noted: active = inhibition above about 30%; inconclusive = no clear call, values can overlap the other calls; inactive = below that. Hits appear at their usual frequency; any-hit rate near 4.7%.

The opening twelve compounds, ahead of the listing:
SMILES	BoNT-A LC inh2	UGM FP inh	GDH-TPI inh	FBA Mtb inh	FadD28 FP inh	PfHsp40 rescue	BoNT-F LC inh	BioA inh	Anthrax LF prot
Cc1nc(S/C(=C/c2ccc(-c3cccc(Cl)c3)o2)C(=O)O)n[nH]1	-0.1	4.8	6	-3	-4.3	-0.4	-10	-1.7	-4
Cc1ccc(C(=O)NC(=S)Nc2c(C)ccc3nsnc23)cc1	0.7	3.1	9	4	1.1	2.3	7	.	1
CNC(=O)c1ccc2cc(OC)c(OC)cc2c1	0.2	.	11	-1	-3.8	.	-2	1.5	2
COc1ccc(OC)c(/C=N/NC2=NS(=O)(=O)c3ccccc32)c1	-0.9	4.3	16	1	1.1	.	14	4.0	2
CCN(CC)S(=O)(=O)c1ccc2oc(C(=O)NCc3ccc(F)cc3)c(C)c2c1	-3.0	4.7	0	2	-3.9	2.6	-34	-0.3	-11
COc1ccccc1CC(=O)Nc1cccc2ccccc12	2.4	-0.2	10	-2	-4.5	-0.9	3	-1.0	-12
O=C(NC(=S)N1CCCC1)c1ccccc1F	-1.9	1.0	-10	1	-1.4	-0.4	-6	-0.2	-3
CSCCC(NS(=O)(=O)c1ccc2c(c1)OCCO2)C(=O)NCCc1ccccn1 (configuration not stated)	0.1	-4.0	4	2	-5.0	-0.8	-13	-0.4	0
CCOc1ccccc1NC(=O)NC1CCCCCCC1	1.0	-1.4	-2	2	-2.0	-0.1	9	0.2	0
O=C(O)C1CC=CCC1C(=O)c1ccccc1 (configuration not stated)	-0.3	-2.4	-2	-1	0.5	0.0	-4	-1.4	-1
Cc1cc(NC(=O)C2CC2)n(-c2nc3ccccc3s2)n1	-0.8	2.2	1	0	0.7	8.7	-1	0.1	-11
C[C@H](CO)N1C[C@H](C)[C@H](CN(C)C(=O)OCc2ccccc2)OCc2cnnn2CCCC1=O	-0.3	.	8	-2	0.0	.	2	-0.7&-1.6&-1.0	-7

Main list, from the start:
SMILES	BoNT-A LC inh2	UGM FP inh	GDH-TPI inh	FBA Mtb inh	FadD28 FP inh	PfHsp40 rescue	BoNT-F LC inh	BioA inh	Anthrax LF prot
Cc1nc(S/C(=C/c2ccc(-c3cccc(Cl)c3)o2)C(=O)O)n[nH]1	-0.1	4.8	6	-3	-4.3	-0.4	-10	-1.7	-4
Cc1ccc(C(=O)NC(=S)Nc2c(C)ccc3nsnc23)cc1	0.7	3.1	9	4	1.1	2.3	7	.	1
CNC(=O)c1ccc2cc(OC)c(OC)cc2c1	0.2	.	11	-1	-3.8	.	-2	1.5	2
COc1ccc(OC)c(/C=N/NC2=NS(=O)(=O)c3ccccc32)c1	-0.9	4.3	16	1	1.1	.	14	4.0	2
CCN(CC)S(=O)(=O)c1ccc2oc(C(=O)NCc3ccc(F)cc3)c(C)c2c1	-3.0	4.7	0	2	-3.9	2.6	-34	-0.3	-11
COc1ccccc1CC(=O)Nc1cccc2ccccc12	2.4	-0.2	10	-2	-4.5	-0.9	3	-1.0	-12
O=C(NC(=S)N1CCCC1)c1ccccc1F	-1.9	1.0	-10	1	-1.4	-0.4	-6	-0.2	-3
CSCCC(NS(=O)(=O)c1ccc2c(c1)OCCO2)C(=O)NCCc1ccccn1 (configuration not stated)	0.1	-4.0	4	2	-5.0	-0.8	-13	-0.4	0
CCOc1ccccc1NC(=O)NC1CCCCCCC1	1.0	-1.4	-2	2	-2.0	-0.1	9	0.2	0
O=C(O)C1CC=CCC1C(=O)c1ccccc1 (configuration not stated)	-0.3	-2.4	-2	-1	0.5	0.0	-4	-1.4	-1
Cc1cc(NC(=O)C2CC2)n(-c2nc3ccccc3s2)n1	-0.8	2.2	1	0	0.7	8.7	-1	0.1	-11
C[C@H](CO)N1C[C@H](C)[C@H](CN(C)C(=O)OCc2ccccc2)OCc2cnnn2CCCC1=O	-0.3	.	8	-2	0.0	.	2	-0.7&-1.6&-1.0	-7
CC(C(=O)NC1CCCC1)N(Cc1ccc2c(c1)OCO2)C(=O)c1snc(C(N)=O)c1N (configuration not stated)	1.0	2.2	8	1	-0.7	1.1	4	2.3	-12
O=C(O)Cn1cc2c(n1)CCCCC2	-0.5	1.4	8	3	-2.5	30*	4	0.2	-6
O=C(O)c1sccc1NC(=O)c1c(Cl)cccc1Cl	0.8	-0.7	-7	2	-11	-0.2	2	-1.5	-12
CN(C)S(=O)(=O)c1cccc(NC(=S)N/N=C/c2cccc(O)c2)c1	-0.1	2.1	9	7	-1.2	-1.1	-2	.	-1
COc1ccc2c(c1)CCc1c-2nc2ccccc2c1N1CCOCC1	1.0	-0.3	10	1	-1.8	-0.6	10	.	-2
CC1=C(C)[N+](=O)C2(O)CCCCC2(C)N1[O-] (configuration not stated)	-0.1	-0.2	19	-2	-2.7	-1.2	-2	-0.3	-2
CN1CCC/C1=C1/C(=O)N(c2ccccc2)N=C1NC(=O)Nc1cccc(Cl)c1	0.5	-0.8	8	8	3.0	-0.4	2	.	1
O=C(O)c1c(N2CCCCC2)ccc([N+](=O)[O-])c1N1CCCCC1	-0.1	4.5	13	-1	0.0	-1.3	-8	.	-3
COc1ccc(C(=O)CC(=O)C(=O)Nc2ccccc2OC)cc1	0.3	0.8	5	-1	-0.7	22	16	5.9	-6
COCc1cc(C)n(CC(=O)Nc2ccc(Cl)cc2Cl)c(=O)c1C#N	-1.5	0.6	31	122*	0.9	0.5	-28	-4.1	0
CN(c1ccccc1)S(=O)(=O)c1cccc(C(=O)NCCc2c[nH]c3ccccc23)c1	-0.7	0.1	-2	-3	1.6	-1.1	-8	14	-4
CCOc1ccc(OCC)c(-c2c(=O)n(OCc3ccc(Cl)cc3)c3ccccc3[n+]2[O-])c1	3.0	-0.2	2	-2	-2.3	3.8	2	0.4	3
Cc1cc(=O)[nH]c2ccc(S(=O)(=O)N3CCOCC3)cc12	0.2	0.7	-4	72*	-1.8	1.7	4	1.6	-1
SMILES	BoNT-A LC inh2	UGM FP inh	GDH-TPI inh	FBA Mtb inh	FadD28 FP inh	PfHsp40 rescue	BoNT-F LC inh	BioA inh	Anthrax LF prot
O=c1c(Cl)c(NCc2ccccc2)cnn1C12CC3CC(CC(C3)C1)C2	1.3	-0.1	7	2	-0.4	1.1	12	.	1
CCOC(=O)C1=CN(Cc2cccc(-c3cccnc3)c2)S(=O)(=O)N(CC)C1C (configuration not stated)	-0.5	.	6	-2	-4.2	0.3	-3	1.5	-2
Cc1ccnn1-c1ccc(C(=O)NCc2ccccc2CN2CCOCC2)cc1	-0.3	-1.0	4	58*	-2.6	-0.3	-2	.	-2
O=C(Nc1cc(F)ccc1F)C1CCCN(c2ncnc3c2nc2n3CCCCC2)C1 (configuration not stated)	0.8	1.5	8	7	-2.9	-0.8	1	17	-2
Cc1ccc(NC(=O)Cc2nnc(SCC(=O)Nc3nncs3)n2C)c(C)c1	-1.9	4.2	4	2	-2.1	-2.5	-2	-1.4	-6
C=CC[C@]12CC=CC(=O)[C@@]1(O)O[C@H](c1ccc(OC)c(OC)c1)[C@H]2C	0.2	0.2	0	2	-1.2	0.0	2	4.5	-6
Cc1cc(C)c(NC(=O)CNC(=O)c2ccccc2OCc2c(C)noc2C)c(C)c1	0.5	.	0	-2	0.7	0.5	-1	.	0
Cc1nn(-c2ccc(C(=O)O)cc2)c(=O)c2ccccc12	-0.8	0.5	-13	-7	-1.8	0.0	8	.	-2
O=C(CCc1nnc(Cc2c[nH]c3ccccc23)o1)NCC1CC12CCCCC2 (configuration not stated)	0.9	-4.1	2	-1	0.1	0.6	-3	.	-1
CCOc1ccccc1/C=c1\sc2ncnn2c1=O	?	-1.8	11	-1	-1.0	-0.2	0	0.5	-4
FC(F)Oc1ccccc1/C=N/n1cnc2ccccc21	-0.5	-1.2	11	1	-6.2	-2.3	-14	.	0
O=C(Cc1c(F)cccc1Cl)Nc1ccccc1C(=O)N1CCOCC1	3.0	-2.1	2	4	0.4	0.2	8	-1.2	4
O=C(O)c1ccc(NC(=S)NC(=O)c2ccc3ccccc3c2)cc1	0.3	3.6	-5	5	0.4	-0.9	3	-0.7	5
O=C(NCCc1ccccn1)c1cccc(S(=O)(=O)N2CCc3ccccc32)c1	-2.3	1.7	-6	3	-4.6	1.4	-7	0.2	-2
COc1ccc(C2C(C#N)=C(N)OC3=C2C(=O)CCC3)cc1Cn1cc([N+](=O)[O-])cn1 (configuration not stated)	0.1	-0.7	-1	-2	-2.3	-0.9	-1	.	0
O=C(NCc1nnc(SCc2ccccc2)n1-c1ccccc1)C12CC3CC(CC(C3)C1)C2	0.7	-0.7	-4	1	-0.6	-0.4	-3	.	1
COc1ccc2c(Cl)c(C(=O)N/N=C3\CCCC(=O)C3)sc2c1	-1.3	1.4	34*	-5	-3.5	-1.4	-12	-14	-3
CCOC(=O)N1CCN(C(=O)c2cn(C)c3ccc(S(=O)(=O)N4CCC(C)CC4)cc3c2=O)CC1	-0.6	-2.5	8	4	0.2	-1.0	1	3.3	-4
Cc1ccoc1C(=O)N1CCCCC1C(=O)O (configuration not stated)	4.8	2.1	2	3	0.1	-0.3	24	.	8
CCC(=O)Nc1ccc(C2=Nn3c(nnc3C(C)C)SC2)cc1	-2.3	0.6	5	2	-2.0	-0.2	-1	0.6	0
COC(=O)C1=C(C)N(Cc2ccc3c(c2)OCO3)C(=O)C1	-0.8	0.4	4	2	-0.7	-1.1	-4	.	-1
CN(Cc1ccccc1)C(=O)CCS(=O)(=O)c1ccc2c(c1)n(C)c(=O)c(=O)n2C	-0.3	0.3	24	9	1.1	0.1	-17	31	-6
COc1ccc(NC(=O)N(C)C[C@@H]2OCc3cnnn3CCCC(=O)N([C@H](C)CO)C[C@@H]2C)c(OC)c1	-0.2	.	8	1	-0.4	.	1	-0.4&0.5	0
Cc1ccccc1CCN1CCCC(CN(C)C(=O)C(=O)c2ccco2)C1 (configuration not stated)	-2.5	-1.6	2	1	-0.2	-0.8	-7	2.3	-1
COc1ccc(CNC(=O)CN(c2cc(C)cc(C)c2)S(=O)(=O)c2c(C)noc2C)cc1	-0.7	0.5	8	0	-0.3	0.7	4	-2.2	-11
O=C1C2C3c4ccccc4C(c4ccccc43)C2C(=O)N1/N=C/c1cccc(O)c1 (configuration not stated)	-1.8	2.0	3	-2	-0.9	0.6	-4	-0.9	-3
COc1ccccc1C(=O)NC(C)c1ccccc1 (configuration not stated)	-1.8	-0.7	-2	1	-0.2	1.3	-7	3.6	-3
